MBD2 DNA inh = inhibitors of MBD2 binding to methylated DNA, primary screen, biochemical, TR-FRET, DNA-binding domain, human | Methyl-CpG-binding domain protein 2 (Homo sapiens), Q9UBB5 | MBD2 binding to methylated oligonucleotide | inhibition, % at 4.4 µM | 0.31% of 370,000 active | AID 686964, 2013; in the data active means inhibition above about 13%
TCR-CD3 inh = inhibitors of human TCR-CD3 interaction, primary screen, biochemical, fluorescence, TAMRA-labeled TCR probe; inhibition, % at 9.4 µM; 0.37% of 360,000 active; in the data active means inhibition above about 19%;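 further: recombinant mutant TCR 2C K166C tagged with TAMRA read by polarization; 0% = receptor in buffer alone and 100% = receptor with positive control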
HTRA1 inh = HTRA1 serine protease inhibitors, primary screen, biochemical, fluorescence polarization, HTS. Q92743. recombinant HTRA1, FP-rhodamine activity-based probe. inhibition, % at 5.96 µM. 0.5% of 340,000 active; in the data active means inhibition above about 36%;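 further: 0% = enzyme with DMSO and 100% = wells lacking enzyme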
UHRF1 MBD2 ctr = UHRF1 methylated DNA binding inhibitors, primary screen, counter-screen for MBD2 inhibitor project, biochemical, TR-FRET, human UHRF1, single concentration; 0.75% of 370,000 active; E3 ubiquitin-protein ligase UHRF1 (Homo sapiens), Q96T88; UHRF1 binding to methylated oligo; inhibition, % at 4.4 µM; in the data active means inhibition above about 21%;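 further: UHRF1 SRA domain binding a hemimethylated CpG hairpin DNA probe; 0% = median of test compound wells and 100% = reference inhibitor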
GC-B act = human GC-B receptor activators, primary screen, HEK293 GC-B cells, cGMP TR-FRET, EC30 CNP. Atrial natriuretic peptide receptor 2 (Homo sapiens), P20594. activation, % at 10 µM. 0% at EC30 CNP, 100% saturating CNP. 0.11% of 370,000 active. AID 1920062, 2024;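 active means activation at 10 µM reaching about 35% in either raw or pattern-adjusted values, limit read from the data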
Target sequence (P20594 whole entry, looked up): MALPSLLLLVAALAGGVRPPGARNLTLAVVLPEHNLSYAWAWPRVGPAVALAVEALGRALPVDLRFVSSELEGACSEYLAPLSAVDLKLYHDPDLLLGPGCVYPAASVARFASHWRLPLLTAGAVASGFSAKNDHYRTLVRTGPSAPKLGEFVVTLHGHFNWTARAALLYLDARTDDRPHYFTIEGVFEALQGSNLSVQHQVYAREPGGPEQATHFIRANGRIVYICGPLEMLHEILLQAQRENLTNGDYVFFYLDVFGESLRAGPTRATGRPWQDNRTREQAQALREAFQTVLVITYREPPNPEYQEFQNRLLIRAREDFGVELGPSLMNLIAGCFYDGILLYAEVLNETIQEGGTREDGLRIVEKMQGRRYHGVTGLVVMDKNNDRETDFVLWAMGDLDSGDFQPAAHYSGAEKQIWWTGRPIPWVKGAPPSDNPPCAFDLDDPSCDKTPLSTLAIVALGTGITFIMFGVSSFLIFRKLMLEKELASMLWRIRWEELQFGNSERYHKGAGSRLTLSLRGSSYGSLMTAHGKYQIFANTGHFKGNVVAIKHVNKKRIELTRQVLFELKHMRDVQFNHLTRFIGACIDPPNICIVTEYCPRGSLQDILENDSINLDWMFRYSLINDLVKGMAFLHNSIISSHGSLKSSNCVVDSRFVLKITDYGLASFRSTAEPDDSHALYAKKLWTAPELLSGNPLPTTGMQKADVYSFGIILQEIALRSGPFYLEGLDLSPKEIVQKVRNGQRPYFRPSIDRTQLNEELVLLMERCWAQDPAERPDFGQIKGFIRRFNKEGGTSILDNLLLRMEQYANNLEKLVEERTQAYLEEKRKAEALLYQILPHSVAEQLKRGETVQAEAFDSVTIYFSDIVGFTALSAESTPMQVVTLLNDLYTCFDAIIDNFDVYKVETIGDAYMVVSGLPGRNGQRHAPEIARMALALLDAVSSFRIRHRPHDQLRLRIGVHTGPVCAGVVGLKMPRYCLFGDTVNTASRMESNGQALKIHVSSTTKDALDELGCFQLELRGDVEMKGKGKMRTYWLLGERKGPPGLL
NPR1 activator = GC-A stimulated cGMP production enhancers – HEK293 GC-A cells, cGMP TR-FRET, EC30 ANP, primary screen | Atrial natriuretic peptide receptor 1 (Homo sapiens), P16066 | 0% at EC30 ANP, 100% saturating ANP | activation, % at 10 µM | 0.14% of 370,000 active; in the data active means activation above about 40%
mABHD4 FP = ABHD4 inhibitors, primary screen, biochemical, fluorescence polarization, mouse. (Lyso)-N-acylphosphatidylethanolamine lipase (Mus musculus), Q8VD66. purified mABHD4, FP-Rh probe fluorescence polarization. inhibition, % at 8.92 µM. 0.54% of 370,000 active;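 active means inhibition exceeding the mean over every tested compound plus 3 SD, cut at about 30% in these data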;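 further: 0% = plate median of compound wells and 100% = S159A mutant with DMSO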
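System: mouse ABHD4 enzyme, wild type / Medium: HEPES pH 7.0, NaCl, Pluronic buffer / Reagent: FP-Rh activity-based fluorescent probe / Control set: S159A mutant high control, sample median low control / Detection: fluorescence polarization with parallel and perpendicular emission, 525/598 nm / Schedule: 45 min + 60 min at 25 °C / Compound dosing: 8.92 µM, single dose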
PRMT1 FP inh = PRMT1 methyltransferase inhibitors, primary screen, biochemical, fluorescence polarization | recombinant PRMT1, activity-based probe fluorescence polarization | Protein arginine N-methyltransferase 1 (Homo sapiens), Q99873 | 1.3% of 370,000 active | AID 652257, 2013 | inhibition, % at 2.79 µM;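 active means inhibition above about 21% made by adding two undisclosed values, limit read from the data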
SIAE inh = human SIAE inhibitors, primary screen, biochemical, fluorescence polarization, FP-Rh probe, 1536-well HTS | Sialate O-acetylesterase (Homo sapiens), Q9HAT2 | SIAE FP-Rh probe binding | inhibition, % at 9.66 µM | 0.69% of 370,000 active | AID 1053197, 2014;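 active means inhibition above a cutoff: mean of compounds within the control limits plus 3 SD of those, cut at about 17% in these data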;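 further: 0% = plate median of compound wells and 100% = probe without SIAE protein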
rCAG RNA binder = binders of r(CAG) RNA repeats, primary screen, biochemical, fluorescence; r(CAG) RNA repeat, TO-PRO-1 dye displacement fluorescence; inhibition, % at 3 µM; 1.3% of 370,000 active; AID 651821, 2012;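 active means inhibition above the plate cutoff, the mean of all test compounds on that plate plus 3 SD, cut at about 35% in these data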;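 further: 0% = DMSO alone and 100% = 100 µM mitoxantrone as full dye displacement; higher means more dye released from RNA so lower well fluorescence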
* hit, by the source's call; / = not tested or not shown. Not all compounds are listed; count on the stated rates, not on these rows.

Molecule | SIAE inh | MBD2 DNA inh | TCR-CD3 inh | PRMT1 FP inh | HTRA1 inh | GC-B act | NPR1 activator | UHRF1 MBD2 ctr | mABHD4 FP | rCAG RNA binder
CCCN(C(=O)c1cc(S(=O)(=O)N(C)c2ccccc2OC)ccc1C)C1CCS(=O)(=O)C1 (stereo not given) | 7 | -2 | -3 | 1 | 0 | -6 | -6 | 2 | 0 | 1
CC(C)=CCN1CCN(CCCc2ccccc2)CC1CCO (stereo not given) | 5 | 3 | -3 | 3 | 3 | -6 | -2 | 0 | 2 | -6
Cc1ccn2cc(CCNC(=O)c3ccc(Br)o3)nc2c1 | 14 | 1 | -1 | 2 | -2 | -3 | 2 | 1 | 0 | 3
Cn1c(=O)c2c(ncn2CCOC(=O)C(C)(C)Oc2ccc(Cl)cc2)n(C)c1=O | 2 | -3 | -2 | -1 | -6 | -3 | -8 | -1 | 4 | -2
COc1ccccc1-c1cc2c(c3c1ccn3C)C1CCC2O1 (stereo not given) | 9 | -2 | -11 | -2 | / | -8 | -2 | -2 | 1 | 0
CCOc1ccc(CCNC(=O)CS(=O)(=O)Cc2nc(-c3ccc(OC)cc3)oc2C)cc1 | 1 | -2 | 5 | -2 | -4 | -5 | -3 | 1 | 4 | -2
CCOc1ccccc1OCCCCCc1c(C)n[nH]c1C | 2 | -2 | 6 | 2 | -1 | -4 | 0 | 1 | -4 | -9
O=C(NCCS(=O)(=O)N1CCCCCC1)c1ccc(F)cc1 | -3 | 5 | -3 | 3 | 3 | 0 | 4 | 1 | 6 | -4
Cc1ccc(NC(=O)c2cc(-c3cccs3)on2)cc1 | -3 | -7 | 9 | -1 | 1 | 0 | 10 | -1 | 2 | -4
CCOC(=O)CNC(=O)CSc1cc(C)nc2ccc(OC)cc12 | 0 | 5 | -3 | 3 | 5 | -2 | -2 | -1 | 3 | 4
CCOc1nc(Nc2ccc(F)cc2)nc(N2CCN(c3ccc(OC)cc3)CC2)n1 | 4 | 2 | 3 | -1 | -3 | -1 | 3 | 1 | 0 | 0
CCn1c(CNc2ccc(F)cc2)nnc1SCCN1CCCCC1 | 3 | 4 | 3 | -5 | -1 | 1 | -3 | -2 | 4 | -6
COc1ccc(NC(=O)CCNS(=O)(=O)c2ccccc2F)cc1S(N)(=O)=O | -1 | 1 | 0 | -9 | -2 | 0 | -2 | 0 | -1 | 0
CCOC(=O)c1cn[nH]c1NC(=S)Nc1ccc(OC)cc1 | 8 | -5 | -8 | 5 | 1 | -5 | 3 | -3 | -5 | 2
COc1cc(-c2nc(S(=O)(=O)c3ccc(C)cc3)c(N3CCOCC3)o2)cc(OC)c1OC | 6 | -2 | -4 | 9 | 2 | -10 | 12 | 1 | 3 | -1
COCCCn1c(SCC(=O)N2CCc3ccccc32)nnc1-c1ccco1 | -5 | 0 | 0 | -5 | 4 | -17 | -1 | 1 | -1 | -4
Cc1cccc(NC(=O)CCCn2c(=S)[nH]c3ccccc3c2=O)c1 | 4 | -3 | 2 | -5 | -23 | 2 | -7 | 3 | -6 | 1
CNc1nc(SCc2ccccc2)nc(N2CCOCC2)n1 | 0 | -2 | 7 | -5 | -1 | -1 | 4 | 2 | -7 | -7
Cc1nc(C)n(C(C)CNS(=O)(=O)c2ccc(Cl)cc2)n1 (stereo not given) | 2 | 0 | 3 | 1 | 9 | 1 | 1 | 0 | -4 | 0
CCn1nnnc1SCC(=O)NCc1cccs1 | 5 | 2 | 1 | 3 | -1 | 4 | 0 | -2 | 5 | 2
CCOC(=O)N[C@@H](CC(C)C)C(=O)N1CCC[C@H]1C(=O)NCc1ccccc1 | 2 | -2 | 9 | -7 | / | -6 | 3 | -2 | 2 | -1
COC(=O)[C@]1(CNC(=O)C(C)(C)C)CC(=O)N(Cc2ccc(Cl)cc2)[C@@H]1c1ccc(OC)cc1 | -5 | -1 | / | -3 | / | -17 | -16 | 45* | 4 | -2
CC12CCC(=O)C=C1C(F)CC1C2C(O)CC2(C)C1CCC2(O)C(=O)CO (stereo not given) | -3 | -2 | -4 | -1 | 3 | -2 | 0 | 2 | -5 | 3
CCn1c(=O)cc(N2CCN(C(=O)c3ccco3)CC2)[nH]c1=O | -4 | -1 | 6 | 3 | 3 | -7 | 2 | 1 | 5 | -2
O=C(C1=C[C@@H](C2CCCCC2)C[C@@H](OCc2ccc(CO)cc2)O1)N1CCN(Cc2ccc3c(c2)OCO3)CC1 | 1 | -5 | 7 | -4 | -46 | 4 | 1 | -2 | -2 | 0
CC(C)CN(C(=O)CN(C)S(=O)(=O)c1ccc(Cl)cc1)C1CCS(=O)(=O)C1 (stereo not given) | 3 | 10 | 2 | 2 | 2 | 0 | 1 | 3 | 1 | -6
COc1ccc(C)cc1S(=O)(=O)N1CCCC(C(=O)N2CCN(c3ccccc3F)CC2)C1 (stereo not given) | 7 | 0 | 3 | -2 | -1 | 2 | -3 | -2 | -5 | -6

Reformatted with values under each structure: 12 of the compounds above
Under each structure – SIAE inh, MBD2 DNA inh, TCR-CD3 inh, PRMT1 FP inh, HTRA1 inh, GC-B act, NPR1 activator, UHRF1 MBD2 ctr, mABHD4 FP, rCAG RNA binder
COc1ccc(NC(=O)CCNS(=O)(=O)c2ccccc2F)cc1S(N)(=O)=O
    -1, 1, 0, -9, -2, 0, -2, 0, -1, 0
CCOC(=O)c1cn[nH]c1NC(=S)Nc1ccc(OC)cc1
    8, -5, -8, 5, 1, -5, 3, -3, -5, 2
COc1cc(-c2nc(S(=O)(=O)c3ccc(C)cc3)c(N3CCOCC3)o2)cc(OC)c1OC
    6, -2, -4, 9, 2, -10, 12, 1, 3, -1
COCCCn1c(SCC(=O)N2CCc3ccccc32)nnc1-c1ccco1
    -5, 0, 0, -5, 4, -17, -1, 1, -1, -4
Cc1cccc(NC(=O)CCCn2c(=S)[nH]c3ccccc3c2=O)c1
    4, -3, 2, -5, -23, 2, -7, 3, -6, 1
CNc1nc(SCc2ccccc2)nc(N2CCOCC2)n1
    0, -2, 7, -5, -1, -1, 4, 2, -7, -7
Cc1nc(C)n(C(C)CNS(=O)(=O)c2ccc(Cl)cc2)n1 (stereo not given)
    2, 0, 3, 1, 9, 1, 1, 0, -4, 0
CCn1nnnc1SCC(=O)NCc1cccs1
    5, 2, 1, 3, -1, 4, 0, -2, 5, 2
CCOC(=O)N[C@@H](CC(C)C)C(=O)N1CCC[C@H]1C(=O)NCc1ccccc1
    2, -2, 9, -7, /, -6, 3, -2, 2, -1
COC(=O)[C@]1(CNC(=O)C(C)(C)C)CC(=O)N(Cc2ccc(Cl)cc2)[C@@H]1c1ccc(OC)cc1
    -5, -1, /, -3, /, -17, -16, 45*, 4, -2
CC12CCC(=O)C=C1C(F)CC1C2C(O)CC2(C)C1CCC2(O)C(=O)CO (stereo not given)
    -3, -2, -4, -1, 3, -2, 0, 2, -5, 3
CCn1c(=O)cc(N2CCN(C(=O)c3ccco3)CC2)[nH]c1=O
    -4, -1, 6, 3, 3, -7, 2, 1, 5, -2

Screens as filed in PubChem BioAssay.
